PfGluPho inh: PfG6PD enzyme inhibitors, primary screen, biochemical, fluorescence intensity, uHTS. glucose-6-phosphate dehydrogenase-6-phosphogluconolactonase (Plasmodium falciparum 3D7). PfGluPho enzyme, NADPH resazurin-diaphorase fluorescence. inhibition, % at 20 µM. 350,000 tested, 0.78% active. AID 504690, 2011;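 active means inhibition reaching at least a set limit at 20 µM in the primary screen, cut at about 59% in these data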;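 further: 0% = DMSO wells with substrate and 100% = DMSO wells lacking glucose-6-phosphate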
HKDC1 inh: HKDC1 hexokinase inhibitors, primary screen, biochemical, fluorescence, uHTS | inhibition, % at 20 µM | recombinant HKDC1, G6PDH/diaphorase resazurin coupled fluorescence | 340,000 tested, 0.16% active | AID 493160, 2011;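 active means inhibition above about 35% when tested at 20 µM, limit read from the data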;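 further: plate controls were DMSO wells with enzyme for no effect and DMSO wells lacking enzyme for full effect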
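Test system: recombinant HKDC1 (HK5) hexokinase enzyme, produced in-house / Doses: 20 µM test compound, 1% DMSO / Timing: 90 min, room temperature / Detection: G6PDH/diaphorase-coupled fluorescence, 1 mM NADP, 100 µM resazurin, 525/613 nm / Control set: DMSO wells with and without enzyme mix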
SENP6 inh: SENP6 protease inhibitors, primary screen, biochemical, luminescence, uHTS; Sentrin-specific protease 6 (Homo sapiens), Q9GZR1; Recombinant SENP6 catalytic domain, aminoluciferin luminescence; inhibition, % at 10 µM; 330,000 tested, 1.8% active; AID 2599, 2010;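 active means inhibition above about 50% at the single tested dose, limit read from the data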;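 further: plate controls were DMSO wells with enzyme for no effect and DMSO wells lacking enzyme for full effect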
Target sequence (Q9GZR1 628-1112 limits assumed): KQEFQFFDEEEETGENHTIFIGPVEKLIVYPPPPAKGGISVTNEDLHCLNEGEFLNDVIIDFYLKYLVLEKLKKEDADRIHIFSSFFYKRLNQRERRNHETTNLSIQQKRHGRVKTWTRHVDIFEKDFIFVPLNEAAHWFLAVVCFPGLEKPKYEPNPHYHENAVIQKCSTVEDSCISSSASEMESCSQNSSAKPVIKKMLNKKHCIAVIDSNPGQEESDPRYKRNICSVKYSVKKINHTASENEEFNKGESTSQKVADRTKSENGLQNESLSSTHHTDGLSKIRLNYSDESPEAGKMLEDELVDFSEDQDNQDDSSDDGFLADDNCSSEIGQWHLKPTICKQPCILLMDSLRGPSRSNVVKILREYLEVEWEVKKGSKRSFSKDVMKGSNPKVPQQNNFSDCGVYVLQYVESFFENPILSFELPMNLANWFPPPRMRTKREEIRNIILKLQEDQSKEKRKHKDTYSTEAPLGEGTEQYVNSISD
SENP1 inh: human SENP1 catalytic domain inhibitors, primary screen, biochemical, FRET, uHTS; Sentrin-specific protease 1 (Homo sapiens), Q9P0U3; recombinant SENP1 catalytic domain, CyPet-SUMO1-YPet FRET cleavage; inhibition, % at 10 µM; 360,000 tested, 0.21% active;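 active means inhibition at least 30% at 10 µM, raw YFP signal under a set limit, fluorescence ratio 0.5 to 1.5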;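 further: 0% = enzyme with DMSO and 100% = no enzyme wells; some results filed as inactive read as strong as hits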
Target sequence (Q9P0U3 419-644 limits assumed): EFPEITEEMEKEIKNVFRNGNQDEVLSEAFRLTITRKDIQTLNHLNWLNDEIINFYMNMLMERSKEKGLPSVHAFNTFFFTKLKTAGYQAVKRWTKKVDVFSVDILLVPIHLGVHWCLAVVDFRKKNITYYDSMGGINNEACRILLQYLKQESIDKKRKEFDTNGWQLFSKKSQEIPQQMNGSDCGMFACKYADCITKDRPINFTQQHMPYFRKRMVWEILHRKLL
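Assay system – human recombinant His6-tagged SENP1 catalytic domain enzyme · Input – SENP1 enzyme, 20 pM final · Buffer or medium – Tris pH 8 buffer plus EDTA, NaCl, BME, BSA, NP40, catalase · Schedule – 50 min reaction at room temperature · Technique – FRET read of cyan and yellow fluorescence · Control set – no-enzyme wells low, DMSO-plus-enzyme wells high control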
MIN6 prolif: inducers of MIN6 beta-cell proliferation, primary screen, ATP luminescence, uHTS. MIN6 cells proliferation, ATPlite luminescence, 48 h; cells starved in 0.2% serum; 100% = growth in 10% serum. proliferation, % at 10 µM. 330,000 tested, 0.29% active. AID 2380, 2010;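 active means compounds whose signal lies at least 3.5 SD above the mean of all wells on their plate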;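 further: 0% = DMSO-treated cells in low-serum medium and 100% = 10% serum control; some compounds called inactive have numbers as strong as hits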
SENP8 block-1: human SENP8 protease inhibitors, primary screen, biochemical, fluorescence, Nedd8 protein substrate, uHTS. Sentrin-specific protease 8 (Homo sapiens), Q96LD8. recombinant SENP8. inhibition, % at 20 µM. 360,000 tested, 0.64% active. AID 602440, 2012; in the data active means inhibition mostly above about 40%, no sharp cut-off; inactive means mostly below about 27%
Target sequence (Q96LD8 whole entry, looked up): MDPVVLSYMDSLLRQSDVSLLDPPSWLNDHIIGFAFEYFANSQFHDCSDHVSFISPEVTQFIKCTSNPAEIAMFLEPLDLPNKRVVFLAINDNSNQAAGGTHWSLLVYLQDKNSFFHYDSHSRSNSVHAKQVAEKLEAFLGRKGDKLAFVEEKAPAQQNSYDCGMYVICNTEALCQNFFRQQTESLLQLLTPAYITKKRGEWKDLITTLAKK
SENP8 block-2: SENP8 protease inhibitors, primary screen, biochemical, luminescence. AID 2540, 2010. 330,000 tested, 1.2% active. purified SENP8, Z-RLRGG-aminoluciferin cleavage. inhibition, % at 10 µM. Sentrin-specific protease 8 (Homo sapiens), Q96LD8; in the data active means inhibition above about 50%
SENP7 block: SENP7 protease inhibitors, primary screen, biochemical, luminescence, uHTS; 330,000 tested, 1.5% active; recombinant SENP7, Z-RLRGG-aminoluciferin luminescence, 40 min; inhibition, % at 5 µM; Sentrin-specific protease 7 (Homo sapiens), Q9BQF6;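 active means inhibition above about 50% at the single test dose, limit read from the data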;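 further: plate controls were DMSO with enzyme for no effect and no enzyme buffer wells for full effect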
UBC13 inh: UBC13 polyubiquitin chain formation inhibitors, primary screen, biochemical, TR-FRET, uHTS; Ubiquitin-conjugating enzyme E2 N (Homo sapiens), P61088; inhibition, % at 20 µM; 330,000 tested, 0.47% active; in the data active means inhibition above about 45%, passing the limit was not always enough
Target sequence (P61088 whole entry, looked up): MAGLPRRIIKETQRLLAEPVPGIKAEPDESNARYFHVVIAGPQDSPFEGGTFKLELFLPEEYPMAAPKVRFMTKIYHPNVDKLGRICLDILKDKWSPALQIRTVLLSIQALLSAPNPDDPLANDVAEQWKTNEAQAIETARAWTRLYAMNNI
* marks the source's active call; other numbers are inactive results; i = inactive; x = not tested or not shown; & = joins results of further samples. Not all compounds are listed. The share of hits here may be higher or lower than overall.

Under each structure – PfGluPho inh | HKDC1 inh | SENP6 inh | SENP1 inh | MIN6 prolif | SENP8 block-1 | SENP8 block-2 | SENP7 block | UBC13 inh
> O=c1[nH]c(=O)n(-c2ccccc2)c(O)c1/C=C/C=Nc1ccccc1
  2.5 | -0.3 | 5.5 | -25.5 | 0.0 | 3.4 | -0.2 | 6.4 | -52.4
> O=C1CN=C(c2ccccc2)c2ccccc2N1
  11.1 | -2.5 | -10.3 | -0.7 | -0.9 | 14.6 | 2.2 | 1.9 | 5.9
> CC(=O)Nc1ccc(OC(=O)N2CCCCC2)cc1
  -20.3 | -3.8 | 7.4 | -1.2 | -4.1 | 16.9 | 5.8 | 2.3 | 7.6
> CN(C)C1=C(C#N)C(c2ccccc2)=NP(N(C)C)(N(C)C)=N1
  4.1 | -8.5 | -20.3 | 0.6 | -0.5 | 7.4 | 8.0 | -4.4 | 5.9
> COc1cc2c(c(OC)c1OC)-c1ccc(C(=O)O)cc1[C@@H](NC(C)=O)CC2
  -1.0 | -5.1 | -6.3 | 4.0 | -1.4 | 7.0 | 2.3 | -4.0 | 3.2
> CC(C)N1OC2CC1c1nc3ccccc3n1C2 (stereo not drawn)
  3.5 | -6.5 | 7.8 | -12.0 | -0.5 | -45.8 | -7.9 | -1.9 | -7.8
> CC[C@@H](CO)NC(=O)[C@@H]1C=C2c3cccc4c3c(cn4C)C[C@H]2N(C)C1
  14.1&9.7 | 8.0&7.3 | 37.6&12.7 | -26.6&-28.3 | 2.3&4.9 | -384.0 | 13.3&10.5 | 20.5&10.0 | -39.3&-3.6
> C[C@]12CC[C@@H](O)C[C@@H]1CC[C@@H]1[C@@H]2CC[C@]2(C)C(=O)CC[C@@H]12
  2.4 | -0.1 | -15.9 | 1.3 | 4.0 | 9.5 | -9.3 | -10.2 | -3.5
> COC(=O)C1=C(c2ccc(F)cc2F)C[C@@H]2CC[C@H]1N2C(=O)NCc1ccc(F)cc1
  2.6 | -6.8 | 6.8 | 1.5 | -1.5 | 5.4 | -10.7 | -10.9 | -15.6
> CCSc1nnc([C@@H](N)Cc2c[nH]c3ccccc23)o1
  -2.0 | -2.9 | -18.6 | -0.1 | -3.2 | 13.6 | -2.5 | -2.5 | 7.2
> O=c1[nH]c(=S)n(-c2ccccc2Cl)c(O)c1C=NCCN1CCNCC1
  7.2 | -8.3 | -2.9 | 0.5 | -2.1 | 25.3 | -0.3 | 0.9 | 3.2
> CN1CCc2nc(SCC(=O)OC(C)(C)C)c(C#N)cc2C1
  24.1 | 0.9 | 15.4 | -31.1 | -1.8 | i | 10.1 | 6.6 | 15.5
> O/N=C1\CCC2CN(C3CCCCC3)CC2C1 (stereo not drawn)
  -9.0 | -7.6 | 5.2 | 0.9 | 0.2 | 10.4 | -13.6 | -9.5 | -4.6
> CN1C(=O)C(=Cc2cc([N+](=O)[O-])ccc2N2CCCCC2)C(=O)N(C)C1=O
  1.1 | -5.1 | -7.3 | -1.7 | -1.9 | 12.1 | 3.4 | 5.4 | -3.2
> CCN1CCN(c2ccc(NC(C)=O)cc2Cl)CC1
  -3.0 | 0.5 | -6.9 | 0.3 | 0.4 | 16.7 | -9.7 | -7.5 | -23.1

Single records, from the list above:
Shown for `O=c1[nH]c(=S)n(-c2ccccc2Cl)c(O)c1C=NCCN1CCNCC1` → PfGluPho inh = 7.2; HKDC1 inh = -8.3; SENP6 inh = -2.9; SENP1 inh = 0.5; MIN6 prolif = -2.1; SENP8 block-1 = 25.3; SENP8 block-2 = -0.3; SENP7 block = 0.9; UBC13 inh = 3.2
Shown for `COC(=O)C1=C(c2ccc(F)cc2F)C[C@@H]2CC[C@H]1N2C(=O)NCc1ccc(F)cc1` → PfGluPho inh = 2.6; HKDC1 inh = -6.8; SENP6 inh = 6.8; SENP1 inh = 1.5; MIN6 prolif = -1.5; SENP8 block-1 = 5.4; SENP8 block-2 = -10.7; SENP7 block = -10.9; UBC13 inh = -15.6

The results go on:
Under each structure – PfGluPho inh | HKDC1 inh | SENP6 inh | SENP1 inh | MIN6 prolif | SENP8 block-1 | SENP8 block-2 | SENP7 block | UBC13 inh
> O=c1c2ccccc2nc(-c2ccccc2)n1-c1ccccc1
  1.0 | -0.3 | -0.1 | 2.9 | -0.9 | 4.5 | 5.4 | -5.3 | 2.6
> ClCCN(CCCl)c1ccc(C=NNc2ncccn2)cc1
  15.7 | 0.1 | x | 2.3 | x | -1.6 | x | x | x
> C=CCN1C[C@@H](C)N(C(c2ccc(C(=O)N(CC)CC)cc2)c2cccc(OC)c2)C[C@@H]1C (stereo partly drawn)
  5.3 | 0.8 | 1.6 | -0.6 | -2.2 | 0.2 | 0.0 | 6.7 | 12.8
> COc1ccc(OC)c(CN2CCN(C(=O)Cc3ccccc3)CC2)c1
  5.9 | -4.1 | -9.7 | -0.1 | -0.3 | 11.8 | -1.6 | 1.7 | -6.1
> S=C1NC2(CCCCC2)NC12CCCCC2
  -0.3 | -3.7 | -2.1 | 1.1 | -0.2 | 32.1 | 1.9 | 7.2 | 3.0
> COC(=O)C1=C(c2ccc(Cl)c(C(F)(F)F)c2)C[C@@H]2CC[C@H]1N2C(=O)NCc1cc(C)oc1C(F)(F)F
  -11.6 | 5.9 | -3.4 | 1.1 | -6.6 | 2.1 | -9.8 | -4.9 | -28.2
> O=C(Cc1ccccc1)OC(COCc1ccccc1)CN1CCOCC1 (stereo not drawn)
  0.3 | -5.9 | -13.4 | 1.1 | -0.7 | 12.8 | 6.3 | 4.3 | -8.8
> Cn1cc(C(=O)OCC(=O)Nc2ccccc2)c2ccccc21
  9.4 | -1.8 | 6.1 | 1.8 | 2.7 | 9.3 | 1.7 | -1.2 | 4.8
> COC(=O)C1=C(c2cccc(Cl)c2)C[C@@H]2CC[C@H]1N2C(=O)NCC1CC1
  -21.7 | -7.4 | -19.9 | 0.7 | -0.5 | 13.0 | -15.0 | -2.8 | -3.6
> N#CC1(c2ccccc2)CCN(C2CC(=O)N(c3cccc(F)c3)C2=O)CC1 (stereo not drawn)
  -12.9 | -7.0 | -18.0 | 1.5 | 4.3 | 14.2 | 3.8 | 6.0 | 2.4
> O=C1NC(=S)NC(=O)C1=Cc1ccc(OCc2ccccc2)cc1
  8.7 | 1.6 | x | -3.3 | x | -8.6 | x | x | x
> CCOc1ccccc1OCC(=O)Nc1ccc(Cl)cc1C(=O)c1ccccc1
  -5.2 | 2.4 | 4.6 | 2.0 | -2.6 | 18.9 | -4.6 | 2.3 | 1.3
> CCOP(=O)(OCC)C(O)c1ccc(N(C)C)cc1 (stereo not drawn)
  7.5 | -2.5 | -19.6 | 0.2 | 1.1 | 12.3 | 2.9 | 9.1 | 6.5
> Cc1ccc(-n2c(O)c(C=NC3CCCCC3N)c(=O)[nH]c2=O)cc1C (stereo not drawn)
  -3.2 | 2.3 | -4.8 | 0.8 | -1.4 | 7.9 | -2.7 | -4.6 | 11.1
> O=c1[nH]c(=O)n(-c2ccc(Cl)cc2)c(O)c1C=NCCN1CCCCC1
  -4.3 | 1.5 | 11.2 | 0.2 | 0.9 | 7.6 | -6.7 | -8.9 | 0.6
> CC(C(=O)Nc1ccc(Cl)cc1Cl)N1CC=C(c2ccccc2)CC1 (stereo not drawn)
  13.5 | -7.2 | -11.8 | -1.0 | 0.0 | 26.7 | -2.8 | 2.7 | 5.9
> Cc1ccc2c(CN3CC=C(c4ccccc4)CC3)cc(=O)oc2c1C
  -6.4 | -7.3 | -0.2 | -26.5 | -1.4 | -15.6 | -3.1 | -3.3 | -1.3
> Cc1cccc(-n2c(C)nc3ccc(Cl)cc3c2=O)c1
  -14.5 | -8.2 | 4.5 | -1.1 | -3.3 | 4.5 | -0.8 | 3.5 | 5.6
> Cc1ccc2c(c1)C1CN(C)CCC1N2C(=O)/C(C#N)=C/c1ccc2c(c1)OCO2 (stereo not drawn)
  -4.3 | 0.5 | -3.7 | -7.7 | -2.5 | 1.4 | -6.1 | -3.4 | 45.8*
> CC(=O)NC1=C(N2CC2C)C(=O)C(NC(C)=O)=C(N2CC2C)C1=O (stereo not drawn)
  32.4 | 4.2 | x | 0.7 | x | 64.9* | x | x | x
> N#CC(C#N)=Cc1ccc(O)c(O)c1
  -28.4 | -5.0 | -4.5 | -70.2 | -2.2 | 19.6 | -7.3 | 7.5 | -65.2
> COc1ccc(C2CN(C)CC2C(=O)c2ccc(F)cc2)cc1Cl (stereo not drawn)
  -6.4 | -5.7 | -0.5 | -0.4 | -3.6 | 23.9 | 4.3 | 10.0 | 3.0
> O=C(CN1CC(c2ccccc2)CC1=O)Nc1cccc(F)c1 (stereo not drawn)
  -6.1 | 3.1 | 2.1 | 1.6 | 2.0 | 11.4 | 10.7 | 9.4 | -0.7
> O=C(NCc1ccc(C(=O)N2CCC3(CC2)OCCO3)cc1)c1ccc2c(c1)OCO2
  1.7 | -9.5 | -2.9 | -0.1 | 0.7 | 14.0 | 4.1 | 3.6 | 13.0
> CCN1CCN(CC(c2ccccc2)c2ccccc2)CC1
  -4.4 | -5.4 | -9.3 | 1.2 | 1.6 | 8.2 | 12.2 | -4.8 | 5.5
> Cc1cccc(C)c1OC(=O)Cc1ccccc1
  -4.2 | -5.6 | -4.1 | -0.1 | -2.1 | 15.2 | -0.8 | -1.6 | -2.0
> CCCC(=O)N(C)C1=Nc2ccc(Cl)cc2C(c2ccccc2)=[N+]([O-])C1
  8.5 | -4.7 | 3.8 | 0.1 | -4.0 | -72.0 | 10.5 | -1.6 | 13.8
> CCCNC(=O)N1C2CCC1CC(O)(c1cccnc1)C2 (stereo not drawn)
  -7.2 | 1.2 | 4.9 | 1.9 | 1.6 | 14.1 | -4.8 | -4.7 | 3.0
> Cc1cc(Br)ccc1N1C(=O)CC(=O)NC1=O
  -6.4 | -4.3 | -4.5 | -13.7 | -1.1 | 10.3 | 4.0 | -3.9 | -3.8
> COc1ccc(-c2n(-c3ccccn3)c3ccccc3[n+]2-c2ccccn2)cc1
  -23.0 | 19.3 | x | 2.6 | x | -77.6 | x | x | x
> Nc1ccc2c(c1)oc1ccccc12
  -13.6 | 12.5 | 7.1 | -3.8 | 0.9 | -119.8 | -3.8 | -2.4 | -1.6
> CC1([N+](=O)[O-])COP(=O)(Nc2ccc(F)cc2)OC1 (stereo not drawn)
  4.1 | 0.4 | x | 1.0 | x | 6.3 | x | x | x
> COc1ccc(-c2cc(=NCCCCCC(=O)O)c3cc(C)ccc3o2)cc1
  -4.0&3.6 | -4.0&-0.2 | x | -17.6&-20.6 | x | -468.5 | x | x | x
> CCOC(=O)C1(c2ccccc2)CCN(CCC(=O)Nc2cccc(Br)c2)CC1
  17.1 | 4.8 | -20.1 | 0.8 | -7.0 | 11.7 | 0.4 | 4.5 | 14.0
